CFTR F508del cor: F508del CFTR correction, initial screen, CFBE line, single point; CFBE cells, YFP halide quenching; stimulated with forskolin plus potentiator P3; % fluorescence drop versus neutral controls; activity (quench increase), % at 7.58 µM; 0.36% of 350,000 active;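 active = mean added fluorescence quench of at least 8% versus neutral control, with both replicates also reaching 8%; inconclusive = only one of the mean or replicate conditions met; inactive = mean below 8% and not both replicates reaching 8%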;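 note: cells transiently co-express mutant CFTR-F508del with the halide-sensitive YFP; corrector assay measuring rescue of mutant channel to the surface after 24 h compound exposure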
FN deposit inh: inhibitors of fibronectin matrix deposition, primary screen, AH1F cells, Alexa488-fibronectin fluorescence, plate reader; AH1F fibroblasts, overnight; inhibition, % at 12.6 µM; 0.086% of 350,000 active;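 active = mean inhibition across replicates of 30% or more, regardless of how many single replicates reach that level; inconclusive = mean under 30% yet at least half of replicates reach 30%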;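 note: positive control wells lacked labelled fibronectin entirely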
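Material: AH1F fibroblast monolayer depositing Alexa488-labelled fibronectin into matrix | Input: 10000 AH1F cells/well | Medium: DMEM plus 2% serum, read in PBS | Reagent: Alexa488-fibronectin, 24 nM final in well | Compound dosing: One dose per compound, pinned | Schedule: 1 h adhesion, overnight exposure | Measured by: Fluorescence at 485 nm excitation, 525 nm emission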
DENV2 CPE: inhibitors of DENV2 cytopathic effect, primary screen, cell-based, plate reader, single concentration | CPE inhibition, % at 9.99 µM | DENV2-infected cells, cytopathic effect rescue | 1.7% of 350,000 active; in the data active = CPE inhibition above about 20%, passing the limit was not always enough; inconclusive = no clear call, values can overlap the other calls; tested in BHK-21 cells;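 note: 0% = median of neutral control wells and 100% = median of positive control wells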
miR-122 sensor: miR-122 Renilla sensor signal increase in Huh7, primary screen, miR-122 inhibitor project, cell-based, single point, plate reader; Huh7 miR-122 Renilla luciferase sensor, 48 h; neutral wells = 0, positive control = 100; activation (reporter increase), % at 12.5 µM; 0.3% of 340,000 active; AID 602342, 2012;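 active = mean replicate activation score at least 90 and every replicate individually at or above 90; inconclusive = only one of the two criteria met; inactive = neither criterion met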;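 note: higher luciferase means less miR-122 activity so hits act as miR-122 inhibitors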
INS-1E GSIS act: GLuc luminescence reporter in INS-1E cells, primary screen for activators of glucose-dependent secretion of insulin; 0.61% of 370,000 active; INS-1E GLuc reporter insulin secretion, 2-3 h; activation, % at 16.6 µM; AID 743287, 2014;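 active = lowest replicate activation of at least 40%, so every replicate reaches that level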;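 note: 0% = median of neutral control wells and 100% = median of IBMX positive control wells; some compounds called inactive have numbers as strong as hits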
EWS-Fli block: EWS/Fli-driven NR0B1 reporter inhibitors, primary screen, A673 cells, NR0B1 luciferase, luminescence, MLPCN library; viability-normalised; inhibition, % at 12.6 µM; AID 651661, 2012; 0.67% of 350,000 active;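 active = mean inhibition of at least 50% after viability correction, with every replicate also passing that limit; inconclusive = mean reaches 50% but only one of two replicates passes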;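 note: firefly luciferase signal divided by Alamar Blue viability fluorescence both relative to DMSO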
PAX8 inh HTS: inhibitors of PAX8-driven TPO luciferase reporter, primary screen, RMG-I cells, single concentration; SteadyGlo, 24 h; inhibition, % at 12.6 µM; 1.2% of 360,000 active;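 active = mean replicate inhibition at least 60% with every replicate also reaching 60%; inconclusive = only one of the two criteria is met; inactive = mean below 60% and not all replicates reaching 60%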;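 note: luciferase light reporting Pax8 driven TPO promoter activity; plate controls were median of neutral control wells for no effect and mitoxantrone controls for full effect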
* = called active by the depositor; ? = inconclusive; . = not tested or not shown; [ ] = remark or other dose.

SMILES	CFTR F508del cor	FN deposit inh	DENV2 CPE	miR-122 sensor	INS-1E GSIS act	EWS-Fli block	PAX8 inh HTS
O=C(CN1C(=O)S/C(=C\c2ccc(O)cc2)C1=O)c1ccccc1	1.3	0	0	.	0	19	25
CNC(=O)C[C@H]1CC[C@H]2[C@@H](COc3ccc(NC(=O)Cc4cccs4)cc3C(=O)N2C)O1	-0.1	3	10	-8[16.7 µM]	5	0	-10
COCC#Cc1cnc2c(c1)C(=O)N([C@H](C)CO)C[C@@H](C)[C@@H](CN(C)C(=O)Nc1ccccc1OC)O2	-4.0	.	2	2[16.7 µM]	-8	-4	-21
CC(=O)c1ccc[n+](CC(=O)NC(C)c2ccccc2)c1 (stereo not drawn)	-0.3	-6	-5	-2	6	-3	5
C[C@@H]1CN([C@@H](C)CO)C(=O)c2cc(NS(C)(=O)=O)ccc2O[C@@H](C)CCCCO[C@@H]1CN(C)CC1CCCCC1	-0.1	-8	.	0[16.7 µM]	10	-5	-5
O=C(NN1C(=O)c2ccccc2NC1c1ccco1)c1ccc([N+](=O)[O-])cc1 (stereo not drawn)	2.3	-3	.	.	-6	-1	-3
CC(C)C[C@H](NC(=O)N1CCOCC1)C(=O)N1CCC[C@H]1C(=O)NCc1ccccc1	0.9	11	-12	.	.	-4	-10
CCOC(=O)c1ccc(N2C(=O)CC(C(=O)OC)=C2C)cc1	.	4	.	-4	.	.	3
C[C@@H]1CN([C@@H](C)CO)S(=O)(=O)c2ccc(C#Cc3ccccc3F)cc2O[C@H]1CN(C)C(=O)c1ccc2c(c1)OCO2	7.2	.	0	-36[16.7 µM]	-7	24	101*
CCOC(=O)C1=C(C)NC(C)=C(C(=O)OCC)C1C(=O)OCC(=O)NCc1ccco1	1.0	-5	0	0	.	-11	.
NC(=O)c1ccccc1NC(=O)CC1(CC(=O)O)CCCC1	2.1	-1	1	-1	2	5	-8
O=C(O)C1CSC(c2coc3ccccc3c2=O)N1 (stereo not drawn)	.	-12	-6	.	-12	7	-7
Cc1cccc(CCNC(=O)c2cccc(NC3=NC4CS(=O)(=O)CC4S3)c2)c1 (stereo not drawn)	-6.1	3	15	.	-12	-2	-2
COc1ccc(NC(=O)Nc2ccc3c(c2)C(=O)N([C@@H](C)CO)C[C@@H](C)[C@H](CN(C)S(=O)(=O)c2ccccc2)O3)cc1	-0.9	.	-11	-2[16.7 µM]	11	-21	.
NC(Cc1ccccc1)C(O)(c1ccccc1)c1ccccc1 (stereo not drawn)	-2.4	4	0	-5	-3	17	11
COc1ccc(NC(=O)CSc2nnc(-c3ccncc3)o2)c([N+](=O)[O-])c1	0.3	1	?	.	30	.	-11
CCC(C)(CC(=O)Nc1nccs1)c1ccccc1 (stereo not drawn)	-1.8	-6	-4	1	41*	-1	-10
O=C1CCC(C(=O)N2CCCC2)CN1CCc1cccc(F)c1 (stereo not drawn)	0.4	6	2	1	0	0	-25
COc1cc(CNc2ccc3[nH]c(=O)[nH]c3c2)ccc1OCc1ccccc1Cl	1.3	4	3	.	38	5	5
COc1ccccc1NS(=O)(=O)c1cc(NC(=O)c2ccc(Cl)nc2)ccc1Cl	.	5	.	53	-15	.	44
Cc1ccccc1-c1cc2nc(NCCc3ccncc3)n(C)c(=O)c2s1	4.4	-1	12	0	-48	-6	7
CC(=O)C[C@@H](O)CC(=O)[C@@H]1OC(=O)[C@H](C)CCCCc2ccccc21	0.3	-1	-9	-2	.	3	-8
O=C(C[C@@H]1CC[C@@H]2[C@H](COC[C@@H](O)CN2C(=O)Nc2ccc(Cl)cc2)O1)NCC1CCCCC1	0.8	9	8	-12[16.7 µM]	-10	-18	-37
COC(=O)CNC(=O)c1cccc(Cl)c1	4.0	-4	6	.	15	-6	-2
CN(C)c1ccc(SC#N)cc1	-0.9	0	?	.	1	-9	6
O=C1CN(C(=O)COC(=O)CCc2ccccc2O)c2ccccc2N1	2.4	4	-5	-10	14	1	18
Cc1ccc(-n2c(COc3ccccc3)nnc2SCC(=O)O)cc1	1.1	-3	-6	-6	-15	-1	.
CC1=C(C(=O)Nc2ccc(C)cc2C)C(c2ccc(Cl)cc2)n2nc(C(=O)OC(C)C)nc2N1 (stereo not drawn)	.	1	.	.	459	.	-12
Cc1cc(OCC(=O)NNC(=S)NC(=O)c2cccs2)ccc1Cl	-0.7	.	-2	.	2	.	13
C#CC1(NC(=O)NCCCC)CCCCC1	2.1	-5	12	-2	-4	1	-16
O=C(C[C@H]1CC[C@H](NC(=O)c2ccc3c(c2)OCO3)[C@H](CO)O1)NCc1ccc(F)cc1	3.1	.	-1	.	3	2	-33
CCC(=O)Nc1nc(NCc2ccccc2OC)n(-c2ccccc2)n1	1.2	3	0	.	10	13	6
Cc1cc2[nH]c(=O)c(=O)[nH]c2cc1S(=O)(=O)NC1CCC(C)CC1 (stereo not drawn)	-0.4	7	13	-1	3	-5	-4
CCCC1NC(=O)c2cc3ccccc3cc2-n2c1nc1ccc(C)cc1c2=O (stereo not drawn)	-1.4	-12	?	-3	-13	15	16
O=C(Nc1ccc2c(c1)[C@@H]1C[C@@H](CC(=O)N3CCc4ccccc4C3)O[C@H](CO)[C@@H]1O2)NC1CCCC1	-0.3	.	2	-1[16.7 µM]	-14	0	20
CCN(CC(=O)Nc1ccc(Br)cc1)C(=O)Cc1cccc(F)c1	0.1	2	2	52	-37	-7	27
CCOC(=O)c1ccccc1N/C=C1\CCCCC1=O	1.3	.	2	-7	14	-6	.
CN(C)CC#Cc1ccc([C@@H]2[C@@H](CO)N3CCCCN(C(=O)c4ccc5c(c4)OCO5)C[C@H]23)cc1	-2.7	.	10	5[16.7 µM]	10	-10	27
CCCC#Cc1ccc2c(c1)O[C@H](CN(C)C(=O)c1ccccc1F)[C@@H](C)CN([C@@H](C)CO)S2(=O)=O	-3.3	-14	14	-1[16.7 µM]	-4	10	.
COCC(=O)Nc1ccc2c(c1)[C@@H]1C[C@@H](CC(=O)O)O[C@@H](CO)[C@@H]1O2	-1.3	.	0	0[16.7 µM]	14	-9	-6

Looked up by compound from the entries so far (2):
SMILES	CFTR F508del cor	FN deposit inh	DENV2 CPE	miR-122 sensor	INS-1E GSIS act	EWS-Fli block	PAX8 inh HTS
CCCC1NC(=O)c2cc3ccccc3cc2-n2c1nc1ccc(C)cc1c2=O (stereo not drawn)	-1.4	-12	?	-3	-13	15	16
O=C(C[C@H]1CC[C@H](NC(=O)c2ccc3c(c2)OCO3)[C@H](CO)O1)NCc1ccc(F)cc1	3.1	.	-1	.	3	2	-33

(continued)
SMILES	CFTR F508del cor	FN deposit inh	DENV2 CPE	miR-122 sensor	INS-1E GSIS act	EWS-Fli block	PAX8 inh HTS
COc1cccc(/C=C2\SC(=S)N(CC(=O)N(C)C3CCS(=O)(=O)C3)C2=O)c1 (stereo not drawn)	0.9	-2	3	-7	.	-17	-8
CCOc1ccc(CCNC(=O)Nc2ccccc2)cc1OCC	-0.2	-1	-6	.	14	1	6
CC(CCc1ccccc1)NC(=O)c1cccc(F)c1 (stereo not drawn)	-0.3	12	1	.	-16	-15	10
C[C@@H]1CN([C@H](C)CO)C(=O)c2c(c3ccccc3n2C)-c2ccccc2CO[C@H]1CN(C)C(=O)Nc1ccc2c(c1)OCO2	1.0	6	-1	.	2	5	42
C/C=C/c1ccc([C@@H]2[C@H](CO)N(C(C)=O)[C@H]2CNC(=O)c2ccccc2)cc1	1.4	-7	-14	-7[16.7 µM]	-2	-4	-10
C/C(=N\NC(=O)NC1CCCCC1)c1ccco1	-0.1	-1	-3	.	-10	7	-3
CCOc1ccc(Br)cc1S(=O)(=O)NCc1ccncc1	-0.6	2	3	?	26	0	12
CO[C@@H]1CN(C)C(=O)c2ccc(NC(=O)Nc3cccc(F)c3)cc2OC[C@H](C)N(C(=O)Nc2c(C)noc2C)C[C@@H]1C	-0.7	-5	-1	.	2	-13	-2
O=C(Nc1ccc(F)cc1)c1nc[nH]c1C(=O)Nc1ccccc1[N+](=O)[O-]	.	0	.	0	79	.	-5
O=c1c2ccccc2[nH]c2ccccc12	-0.4	.	-14	-1	.	-9	.
CCCCC(=O)Nc1cc(Cl)ccc1C(=O)O	-2.0	3	11	-1	.	-3	-15
O=c1c2c([nH]c3ccccc13)CCCCC2	-1.9	2	10	.	-11	-1	-8
C[C@H]1CCCCO[C@@H](CN(C)Cc2ccccc2)[C@@H](C)CN([C@@H](C)CO)C(=O)c2cc(NS(=O)(=O)c3ccc(F)cc3)ccc2O1	-1.6	-6	4	-6[16.7 µM]	-15	-1	25
OC[C@@H]1CN(Cc2ccncc2)C[C@H](n2cnc3c(N4CCN(c5ccccc5)CC4)ncnc32)O1	3.8	20	-8	-9	-50	12	34
O=C1NC(Cc2ccccc2)c2nc3cc(F)ccc3c(=O)n2-c2cc(Cl)ccc21 (stereo not drawn)	-2.3	6	.	.	6	-5	20
CN(C)c1ccc2cc(S(=O)(=O)O)cc(O)c2c1	1.5	1	1	0	14	-3	4
CC(C)NC(=O)Nc1ccc2c(c1)C(=O)N([C@H](C)CO)C[C@H](C)[C@@H](CN(C)S(C)(=O)=O)OCCCC[C@@H](C)O2	-0.4	5	0	29[16.7 µM]	42	-2	-6
COc1ccc(N(CC(=O)NC2CC3CCC2C3)S(=O)(=O)c2ccccc2)cc1Cl (stereo not drawn)	0.9	5	15	6	-22	14	22
O=C(C[C@@H]1C=C[C@@H](NC(=O)c2ccncc2)[C@@H](CO)O1)Nc1ccccc1	-1.3	0	14	.	0	-14	.
O=C(C1CC(=O)N(c2ccc3c(c2)OCCO3)C1)N1CCN(Cc2ccccc2F)CC1 (stereo not drawn)	-1.1	-3	15	-11	17	2	0
O=C(c1ccc(COc2ccc(Br)cc2)o1)N1N=C(C(F)F)CC1(O)C(F)F (stereo not drawn)	.	9	-3	.	.	0	9

A portion taken from the entries so far, for reference:
SMILES	CFTR F508del cor	FN deposit inh	DENV2 CPE	miR-122 sensor	INS-1E GSIS act	EWS-Fli block	PAX8 inh HTS
OC[C@@H]1CN(Cc2ccncc2)C[C@H](n2cnc3c(N4CCN(c5ccccc5)CC4)ncnc32)O1	3.8	20	-8	-9	-50	12	34
O=C1NC(Cc2ccccc2)c2nc3cc(F)ccc3c(=O)n2-c2cc(Cl)ccc21 (stereo not drawn)	-2.3	6	.	.	6	-5	20
CN(C)c1ccc2cc(S(=O)(=O)O)cc(O)c2c1	1.5	1	1	0	14	-3	4
CC(C)NC(=O)Nc1ccc2c(c1)C(=O)N([C@H](C)CO)C[C@H](C)[C@@H](CN(C)S(C)(=O)=O)OCCCC[C@@H](C)O2	-0.4	5	0	29[16.7 µM]	42	-2	-6
COc1ccc(N(CC(=O)NC2CC3CCC2C3)S(=O)(=O)c2ccccc2)cc1Cl (stereo not drawn)	0.9	5	15	6	-22	14	22

Three compounds out of the list, arranged by length of the SMILES, highest first.
SMILES	CFTR F508del cor	FN deposit inh	DENV2 CPE	miR-122 sensor	INS-1E GSIS act	EWS-Fli block	PAX8 inh HTS
OC[C@@H]1CN(Cc2ccncc2)C[C@H](n2cnc3c(N4CCN(c5ccccc5)CC4)ncnc32)O1	3.8	20	-8	-9	-50	12	34
O=C(C1CC(=O)N(c2ccc3c(c2)OCCO3)C1)N1CCN(Cc2ccccc2F)CC1 (stereo not drawn)	-1.1	-3	15	-11	17	2	0
COc1ccc(N(CC(=O)NC2CC3CCC2C3)S(=O)(=O)c2ccccc2)cc1Cl (stereo not drawn)	0.9	5	15	6	-22	14	22

Screening data (PubChem BioAssay)
